# RNase H inhibition – RNase H inhibition, HIV 1 Gag Pol polyprotein, FRET biochemical assay, screening (AID 372); HIV-1 RT RNase H, FRET RNA/DNA substrate fluorescence; higher % means a stronger effect; inhibition, % at 10 µM, or IC50 in µM where a hit was titrated; hit rate 0.77% among 100,000; in the data active = inhibition above about 50%
# An asterisk follows results filed as active. These rows are one share of the data. The share of hits here may be higher or lower than overall.
# A first look (four entries):
compound	RNase H inhibition
CCC(=O)NC(c1ccccc1)c1c(O)ccc2ccccc12 (centres undefined)	7%
CC(=O)NC(NCc1cccnc1)C(Cl)(Cl)Cl (centres undefined)	0%
CC(C)CNC(=O)C(=O)Nc1cccc(Cl)c1Cl	10%
COC(=O)/C(=C(/C)c1ccccc1)[N+](=O)[O-]	6%

# All compounds of this part (from the top)
compound	RNase H inhibition
CCC(=O)NC(c1ccccc1)c1c(O)ccc2ccccc12 (centres undefined)	7%
CC(=O)NC(NCc1cccnc1)C(Cl)(Cl)Cl (centres undefined)	0%
CC(C)CNC(=O)C(=O)Nc1cccc(Cl)c1Cl	10%
COC(=O)/C(=C(/C)c1ccccc1)[N+](=O)[O-]	6%
COc1cc(/C=C2\SC(=S)N(Nc3ccccc3)C2=O)ccc1O	37%
Nc1nnc(SCC(=O)Nc2nnc(SCC(=O)Nc3ccccc3)s2)s1	1%
Cn1cc(/C=C2/SC(=S)N(c3cccc(Cl)c3)C2=O)c2ccccc21	20%
CCOc1cc(/C=N/n2c(C)nnc2C)ccc1O	7%
CC(=O)Nc1ccc(NC2=C(N3CCCCC3)C(=O)c3ccccc3C2=O)cc1	16%
COc1ccc(Cl)cc1C(=O)Nc1ccc(I)cc1Cl	0%
CCCN(CCC)C(=O)c1c(NC(=O)c2ccc([N+](=O)[O-])cc2)sc2c1CCCCC2	10%
O=C1N=c2ccc(Br)cc2=C1c1sc(=O)n(-c2cccc(Cl)c2)c1S	50%*
O=C(N/N=C/c1c(O)ccc2ccccc12)c1n[nH]c2c1CCCC2	1%
O=C1NC(=S)S/C1=C/c1ccccc1OCc1ccc([N+](=O)[O-])cc1	15%
COc1ccc(C2Nc3ccccc3C(=O)N2Cc2ccco2)cc1CSc1nc2ccccc2s1 (centres undefined)	15%
O=C(CNC(=O)c1cccc(Cl)c1)N/N=C/C=C/c1ccccc1	16%
CS(=O)(=O)N1CCN(C(=O)c2cccs2)CC1	0%
Cc1cccc(C(C)C)c1NC(=O)c1ccc(Cl)cc1Cl	6%
Cc1ccccc1C(=O)Nc1ccc(Cl)c(-c2nc3ncccc3o2)c1	16%
Cc1cc(C)c(NC(=S)NC(NC(=O)c2ccccc2)C(Cl)(Cl)Cl)c(C)c1 (centres undefined)	16%
COc1cc([N+](=O)[O-])ccc1-c1ccc(/C=C2/SC(=S)N(C)C2=O)o1	0%
COc1ccc(-c2c(Cc3ccccc3)[nH]n3c(=O)c4c(nc23)CCC4)cc1	16%
CCOc1ccc(CN(CCc2ccc3c(c2)OCO3)Cc2cccnc2)cc1	2%
O=C(Nc1ccc2oc(-c3cccc(I)c3)nc2c1)c1ccc2c(c1)OCCO2	56%*
O=C(c1cccs1)N1CCN(C2CCN(Cc3ccccc3)CC2)CC1	7%

# Reformatted field by field: entries from further up.
CC(=O)NC(NCc1cccnc1)C(Cl)(Cl)Cl (centres undefined)
  RNase H inhibition: 0%

COc1ccc(Cl)cc1C(=O)Nc1ccc(I)cc1Cl
  RNase H inhibition: 0%

CC(C)CNC(=O)C(=O)Nc1cccc(Cl)c1Cl
  RNase H inhibition: 10%

Cc1ccccc1C(=O)Nc1ccc(Cl)c(-c2nc3ncccc3o2)c1
  RNase H inhibition: 16%

# The results go on.
compound	RNase H inhibition
CC(C)(C)c1ccc(C(=O)Nc2cc(C(=O)Nc3ccccc3)ccc2Cl)cc1	5%
CCC/C(=N/NC(=O)c1ccc(O)cc1O)c1ccccc1	5%
CCOc1ccc(/C=C/C(=O)c2cccc(Br)c2)cc1	7%
CCCOc1ccccc1N/C(=N\c1nc(C)cc(C)n1)NC(=O)Nc1ccc(Cl)cc1	23%
C=CCOC(=O)C1=C(C)NC2=C(C(=O)CC(c3ccc(OC)cc3)C2)C1c1cc2c(cc1Cl)OCO2 (centres undefined)	10%
O=C(O)C1CC(O)CN1C(=O)Oc1ccccc1 (centres undefined)	9%
O=C(/C=C/c1cccc([N+](=O)[O-])c1)Nc1cccc(F)c1	14%
CCOc1cc(OCC)cc(C(=O)Nc2ccc(Cl)c(NC(=O)c3ccco3)c2)c1	0%
Cc1cc(OCCOc2c(Cl)cc(Cl)cc2/C=C2\SC(=O)NC2=O)ccc1Cl	7%
CC(C)NC(=O)C(=O)NN=C1CCCC1	7%
COc1cc(/C=C2\C=C(c3ccc(Br)cc3)OC2=O)ccc1OC(C)=O	9%
O=C(Nc1ccc(S(=O)(=O)Nc2nccs2)cc1)c1cncc(Br)c1	4%
CCN(CC)C(=O)c1sc(NC(=O)c2ccc(F)cc2)c(C(=O)OC(C)C)c1C	13%
CC(=NC1CC(C)(C)NC(C)(C)C1)c1c(C(F)(F)F)[nH]n(-c2nc3ccccc3s2)c1=O	11%
Cc1ccc(C(=O)Nc2ccc([N+](=O)[O-])cc2Br)cc1	13%
CCOc1ccc(OCCOCCOc2c(C)cc(Cl)cc2Cl)cc1	25%
Cc1c(Cl)cccc1NC(=O)c1cccc(Cl)c1	4%
Cc1c(C(c2ccc(C(=O)O)cc2)c2c(C)n(C)n(-c3ccccc3)c2=O)c(=O)n(-c2ccccc2)n1C	15%
CN1/C(=C\C=N\Nc2ccc([N+](=O)[O-])cc2)C(C)(C)c2ccccc21	21%
N#C/C(=C/c1ccccc1)C(=O)Nc1ccc(Cl)c(Cl)c1	26%
CCOc1ccc(C(=O)NC(=S)Nc2cccc(C)c2)cc1Br	6%
O=C(Nc1ccc(Cl)c(C(F)(F)F)c1)c1cccc(Br)c1	8%
CC(C)c1ccc(/C=C/C(=O)N2CCOCC2)cc1	12%
COc1ccc(OC(C)C(=O)Nc2ccccc2[N+](=O)[O-])cc1 (centres undefined)	18%
Nc1ncn(-c2ccc(Cl)cc2)c1C(=O)c1ccc([N+](=O)[O-])cc1	0%
CCOc1ccc(N(CC(=O)Nc2ccc(OC)c(Cl)c2)S(=O)(=O)c2ccccc2)cc1	9%
O=C(COc1cccc2ccccc12)NCc1cccnc1	1%
Cc1cc(Oc2ccc(C#N)cc2)nc(-c2ccccc2O)n1	13%
Cc1ccc(OCCOc2ccc(/C=N/n3cnnc3)cc2)cc1	5%
C/C(=N\NC(=O)CSc1ncccn1)c1ccc2c(c1)OCCO2	1%
C/C(O)=C\C(N)=N/c1nc(C)cc(C)n1	5%
CC(=O)Nc1ccc(N2C(=O)/C(=C/c3ccc([N+](=O)[O-])cc3)C=C2c2ccccc2)cc1	0%
CCOc1cccc(C(=O)Nc2cccc(-c3nc4cc(C)c(C)cc4o3)c2)c1	10%
O=C1NC(c2cccc([N+](=O)[O-])c2)/C(=C(\O)c2ccc(Br)cc2)C1=O (centres undefined)	7%
N#CC1=C(N)Oc2cc(N)ccc2C1C1CC=CCC1 (centres undefined)	12%
COc1ccc(CNC(=O)CN(c2cc(Cl)cc(Cl)c2)S(C)(=O)=O)cc1	8%
O=C1OC(c2ccc(Cl)cc2)=N/C1=C\c1ccc(OCc2ccc(Br)cc2)cc1	32%
O=C(NC(=S)Nc1ccc(-c2nc3ccccc3o2)cc1)c1ccco1	14%
N#C/C(=C\c1cn(CC(=O)Nc2ccccc2)c2ccccc12)c1nc2ccccc2[nH]1	18%
CCC(=O)Nc1nc(C)c(-c2csc(Nc3ccc(N(CC)CC)cc3)n2)s1	18%
COc1ccc(N/C(N)=N\c2nc(C)cc(C)n2)c(OC)c1	4%
CCc1ccc(OCC(=O)Nc2ccc(OC(F)(F)F)cc2)cc1	0%
O=C(N1CCOCC1)C(F)(F)C(F)(F)C(F)(F)C(F)(F)C(=O)N1CCOCC1	8%
O=C(CSc1nnc(-c2ccc(Br)cc2)o1)OCc1ccccc1	9%
Cc1cc(C)n2c(SCCc3ccccc3)nnc2n1	2%
O=C(CC1SC(=Nc2ccccc2)N(c2ccccc2)C1=O)Nc1cccc(Cl)c1 (centres undefined)	22%
CCOc1ccccc1NC(=O)c1ccc(CN(c2ccccc2)S(C)(=O)=O)cc1	19%
Cc1ccc(S(=O)(=O)N(CC(=O)N2CCN(C)CC2)c2ccc(C(C)C)cc2)cc1	43%
C=CCc1cc(/C=C2/C(=O)NC(=O)N(c3ccccc3)C2=O)cc(OC)c1O	12%
CCOc1cc(C(=O)NC(=S)Nc2ccc(Cl)cc2)cc(OCC)c1OCC	23%

# Continued.
compound	RNase H inhibition
COc1cc(C)ccc1OCCCCOc1ccc(Br)cc1	20%
CC(=O)Nc1ccc2nc(SCC(=O)N3CCOCC3)sc2c1	10%
C=CCOc1ccc(/C=C2\C(=O)NC(=O)N(c3cccc(Br)c3)C2=O)cc1OC	5%
COc1ccccc1OCCOc1ccccc1/C=C1/C(=N)N2N=C(c3ccccc3)SC2=NC1=O	18%
CC1=CC(C)(C)N(C(=O)c2ccc(F)cc2)c2ccc(OC(=O)c3ccc([N+](=O)[O-])cc3)cc21	9%
Cc1ccc(C(C)C)c(OCC(=O)Nc2ccc(OC(F)(F)F)cc2)c1	1%
COc1ccccc1N(CC(=O)Nc1ccccc1Br)S(=O)(=O)c1ccccc1	0%
O=c1c2c(nc3cc(-c4cccc(F)c4)[nH]n13)CCC2	0%
Cc1ccc(N2C(=O)CC(N3CCC(Cc4ccccc4)CC3)C2=O)cc1 (centres undefined)	19%
O=C(Nc1nnc(/C=C/c2ccccc2Cl)s1)Nc1ccccc1F	28%
O=C(/C=C/c1ccc([N+](=O)[O-])cc1)N(Cc1ccccc1)Cc1ccccc1	11%
CN(C)c1ccc(Nc2nc(-c3ccc(Cl)c(Cl)c3)cs2)cc1	11%
FC(F)(F)c1cccc(Nc2ncnc3ccc(Br)cc23)c1	14%
CC(=O)NC1=NC(=O)/C(=C\c2ccc(Cl)cc2)S1	0%
CCOc1cc(/C=N/NC(=O)c2cc(C34CC5CC(CC(C5)C3)C4)[nH]n2)ccc1O	27%
Clc1ccccc1OCCCCCCN1CCCCC1	1%
O=C(CN1CCCCCCC1)N/N=C/c1cc2c(cc1[N+](=O)[O-])OCO2	2%
Cc1cc(F)c(F)cc1C(=O)N1CCCC1	9%
O=C(Nc1ccc(-c2nc3ccccc3s2)c(O)c1)c1cc2ccccc2o1	14%
COc1cc2nnc(/C=C/C(C)=O)c(-c3ccc(C)o3)c2cc1OC	2%
Cc1ccccc1C(=O)NC1CC2CCC1C2 (centres undefined)	0%
Cc1ccc(S(=O)(=O)N/N=C/c2ccc(OCC(=O)NCC3CCCO3)cc2)cc1 (centres undefined)	1%
COc1ccccc1OCCOc1c(I)cc(/C=C2/SC(=S)N(C)C2=O)cc1OC	6%
O=C(COc1cccc2ccccc12)NCc1ccncc1	21%
Cc1ccc(C)c(NCc2ccncc2)c1	6%
CC(=O)Nc1ccccc1-c1nn[nH]n1	6%
O=C(Nc1nnc(COc2ccc(Cl)cc2)s1)c1ccccc1F	8%
CCOc1ccc(C(=O)/C=C/c2cccc(OC)c2)cc1	14%
COc1ccc(NC(=O)COc2ccc(Cl)cc2Cl)cc1Cl	22%
O=[N+]([O-])c1ccc(CN2CCN(c3ccc(Cl)cc3)CC2)o1	0%
O=C(O)CN1C(=O)S/C(=C\c2ccc(Cl)cc2)C1=O	0%
CCOC(=O)c1ccccc1NC(=O)/C=C/c1ccc([N+](=O)[O-])cc1	19%
O=C(Oc1ccc(Br)cc1)c1ccc(Cl)cc1	15%
CCCOC(=O)c1ccc(-c2ccc(C=O)o2)cc1	6%
NS(=O)(=O)c1ccc2ccccc2c1	14%
Cc1ccc(C2=NN(C(=N)SC3CC(=O)N(c4ccc(Cl)cc4)C3=O)C(c3ccc(Cl)cc3)C2)cc1 (centres undefined)	0%
CC(=O)NC1=NC(=O)/C(=C/c2ccc(C)cc2)S1	3%
Cc1cc(N/C=C/C(=O)c2ccc(Br)cc2)no1	3%
Cc1cc(C)cc(OCCOc2ccc([N+](=O)[O-])cc2/C=C2\SC(=S)NC2=O)c1	38%
COC(=O)c1ccccc1Nc1nc(-c2ccccc2)c([N+](=O)[O-])c(-c2ccccc2)n1	18%
Cc1cccc(C(=O)Nc2ccc3oc(-c4ccc(N(C)C)cc4)nc3c2)c1	6%
CCCOc1ccc(/C=C2\C(=O)NN(c3ccccc3)C2=O)cc1	16%
COc1ccc(C2SC(C)C(=O)N2Cc2ccccc2)cc1 (centres undefined)	8%
O=C1C2ON(c3ccccc3)C(c3cccc([N+](=O)[O-])c3)C2C(=O)N1c1ccccc1 (centres undefined)	11%
Cc1ccc(C(=O)CSc2n[nH]c(C)n2)cc1	2%
O=C(CN(c1ccccc1)S(=O)(=O)c1ccccc1)N1CCc2ccccc2C1	10%
CCOC(=O)C1=C(C)N=c2s/c(=C\c3ccc(OC)cc3OC)c(=O)n2C1c1ccc(SC)cc1 (centres undefined)	13%
Cc1nnc(Oc2ccc([N+](=O)[O-])cc2)c2ccccc12	6%
N=C1S/C(=C/c2ccc(-c3cccc(C(=O)O)c3)o2)C(=O)N1c1ccc(F)cc1	35%
Cn1c(=N)n(CC(=O)C23CC4CC(CC(C4)C2)C3)c2ccccc21	21%

# Continued.
compound	RNase H inhibition
COC(=O)c1cc2nc(-c3ccc(C)cc3)cc(C(F)(F)F)n2n1	15%
Cc1ccc(S(=O)(=O)Nc2c(C)cc(O)c(Br)c2C)cc1	9%
NC(=O)c1cccc(NC(=O)c2ccc(-c3ccccc3)cc2)c1	10%
COc1ccc(-c2nc3cc(NC(=O)c4ccc(Br)o4)ccc3o2)cc1Cl	28%
O=C(Nc1ccc2c(c1)OCO2)c1cnn2c(C(F)(F)F)cc(-c3cccs3)nc12	10%
Cc1ccccc1C(=O)NNC(=O)c1cccc(I)c1	0%
CCCN(/C=N/S(=O)(=O)c1ccccc1)CCC	0%
Cc1ccccc1-c1cc2nc(C)c(Cl)c(=O)n2[nH]1	1%
Oc1c(Br)cc(Cl)cc1/C=N/Nc1nnc2c(n1)[nH]c1ccccc12	9%
CCOC(=O)c1c(NC(=O)CCC(=O)OC)sc2c1CC(C)(C)OC2	30%
